Bioassay records as filed in PubChem BioAssay.
UDG counterscr: blocks uracil-DNA glycosylase in AID counter-screen; 0.14% of 91,000 active; AID 1347430; FRET deamination/UDG coupled assay, UDG read, 4 h; Potency, µM (titrated, usually from 115 µM), for the others: at the highest dose activity change, negative = inhibition, usual class: inhibitors; note: nearly all actives have a fitted effect of over 65% in size
AID inh: activation induced cytidine deaminase inhibition; Q9GZX7; AID deamination FRET fluorescence, UDG-coupled, 4 h; Potency, µM (titrated, usually from 115 µM), for the others: at the highest dose activity change, negative = inhibition, hits mostly inhibitors; 0.32% of 91,000 active; AID 1347428; note: nearly all actives have a fitted effect of over 25% in size
Target sequence (Q9GZX7 whole entry, looked up): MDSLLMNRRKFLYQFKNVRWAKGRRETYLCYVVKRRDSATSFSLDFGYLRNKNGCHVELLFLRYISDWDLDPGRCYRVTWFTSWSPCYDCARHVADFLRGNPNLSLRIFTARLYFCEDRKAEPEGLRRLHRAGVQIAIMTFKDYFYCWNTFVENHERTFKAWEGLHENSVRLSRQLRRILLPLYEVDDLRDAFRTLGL
An asterisk follows results filed as active; ? = inconclusive; & = joins results of further samples; [ ] = remark or other dose. Calls come from the whole dose curve; as a rule, active = well fitted curve in the direction sought with a large enough effect; inconclusive = small, poorly fitted or top-dose-only effect, or another doubt; inactive = no such curve, though single readings can be large; an effect the other way counts as inactive or inconclusive. % is set by controls: 0 for no effect and ±100 for the full control effect; potency is the fitted concentration of half-maximal effect.

canonical_smiles | UDG counterscr | AID inh
Cn1c(=O)c2c(-c3ccccc3)n3c4ccccc4nc(-c4ccccc4)c3c2n(C)c1=O | 2%[57.5 µM] | -8%[57.5 µM]
C/C=C/Oc1ccc(C(=O)/C(=C\c2cccnc2)c2nc3ccccc3o2)cc1 | -6% | -4%
CC1CCc2c(sc(NC(=O)C3c4ccccc4Oc4ccccc43)c2C(=O)OC(C)C)C1 (centres undefined) | ? | 1%
O=C(COCc1cc(-c2ccc3c(c2)OCO3)on1)N1CCN(c2ccccc2)CC1 | 0% | 22%
Cc1cccc(Nc2nnc(-c3ccc(C)c(S(=O)(=O)NCC4CCCO4)c3)c3ccccc23)c1 (centres undefined) | -7%[57.5 µM] | -29%[57.5 µM]
COCCn1c(=O)[nH]c2cc(C(=O)NCc3ccccc3Cl)ccc2c1=O | 2% | 5%
COc1ccc(NC(=O)CC2Sc3ccccc3NC2=O)cc1OC (centres undefined) | 9% | 1%
COc1cc(C(=O)OCc2cccc(C(F)(F)F)c2)ccc1OCc1ccc(Cl)cc1Cl | -7% | -1%
CCn1c(C)c(C2N3CC4(C)CN2CC(C)(C3)C4=O)c2ccccc21 (centres undefined) | 13% | 45%
COc1ccccc1Cn1cc(C(=O)c2ccc(Cl)cc2)c(=O)c2ccccc21 | 16% | 3%
CCCOC(=O)c1c(NC(=O)c2nc3ncccn3n2)sc(C(=O)OCC)c1C | 6%[57.5 µM] | -1%[57.5 µM]
CCc1cccc(OCC(=O)Nc2ccc(S(=O)(=O)Nc3cc(C)nc(C)n3)cc2)c1 | ? | -7%
Cc1oc2cc(OCC(=O)Nc3ccc(N4CCOCC4)cc3)ccc2c(=O)c1-c1ccccc1 | 6% | -4%
CC1CCC(C(=O)NC(C(=O)O)C(C)C)CC1 (centres undefined) | 3% | 4%
O=C(NCc1ccccc1)c1ccc(S(=O)(=O)N2CCCCCC2)cc1 | -2% | -10%
CC(C)CCNC(=O)C(=O)Nc1c2c(nn1-c1ccc(Cl)cc1)CSC2 | 2% | -19%
Cc1ccccc1-c1cc(C(=O)N2CCOCC2)c2ccccc2n1 | 2% | 31%[activator]
COc1cc(NC(=O)C2=CC(c3ccco3)=NS(=O)(=O)N2C)cc(OC)c1OC | 14% | 25%
Cc1ccc(-n2c3c(c(=O)[nH]c2=O)C(NS(=O)(=O)c2ccc(Cl)cc2)(C(F)(F)F)C(=O)N3)cc1 (centres undefined) | -1% | -19%
N#CC1=C(N)OC2=C(C(=O)CCC2)C1c1ccc(-c2c(Cl)cc(Cl)cc2Cl)o1 (centres undefined) | 0% | 10%
Cc1cnc(C(=O)Oc2c(C)cccc2C)cn1 | 11% | 10%
CCc1ccc(NC(=O)c2cc3ccccn3n2)cc1 | -4%[57.5 µM] | -22%[57.5 µM]
CC(NC(=O)c1cn(C)nc1-c1ccc2c(c1)OCCCO2)C1CC1 (centres undefined) | 2% | -3%
COc1ccc(OCc2nc3ccccc3n2C(C)c2ccccc2)cc1 (centres undefined) | -3% | ?
CC(C)(C)C1CCC(C(=O)Nc2ccc(Cl)cc2)CC1 (centres undefined) | -2% | -2%
COCCNC(=O)CSc1nc(-c2ccccc2)[nH]c1-c1ccc(OC)cc1 | -10% | -9%
CC(Sc1nc(C2CC2)nc2ccccc12)C(=O)NC(=O)NC(C)(C)C (centres undefined) | 3% | -1%
CC(C)NCc1cccc(OCc2ccccc2)c1 | -12% | -8%
COc1cc(/C=C2\Oc3cc(OS(C)(=O)=O)cc(C)c3C2=O)cc(OC)c1OC | -9% | -6%
O=C(Nc1c(NC2CCCC2)c2ccccc2oc1=O)c1ccc(Cl)cc1 | -15% | 0%
Cc1ccc(C(=O)NCc2cccs2)cc1N | 6% | 0%
CSc1ccc(C(C2=C(O)CC(C)(C)CC2=O)C2C(=O)CC(C)(C)CC2=O)cc1 (centres undefined) | 11% | 3%
CC(NC(=O)c1nn(C)c(=O)c2ccccc12)c1ccc(Br)cc1 (centres undefined) | -6% | -20%
Cc1oc2cc(OCC(=O)NC3CC3)ccc2c(=O)c1-c1ccc(Cl)cc1 | -29% | -17%
COc1cc2cc(CNc3ccc(C)cc3)c(=O)n(CC(=O)Nc3ccc(C(C)C)cc3)c2cc1OC | -4% | 67%[activator]
CCCCn1c(NCc2ccc(OC)cc2O)nc2ccccc21 | ? | -2%
CCOc1cc(C(=O)Nc2nnc3n2CCS3)cc(OCC)c1OCC | -9% | 40%[activator]
CCCn1nc(-c2nn3c(-c4cc(F)ccc4F)nnc3s2)cc1C | -5% | -1%
CC(N)c1ccc(O)cc1 (centres undefined) | 10% | 3%
Cc1ccc(OCC(=O)Nc2c(Cl)ccc3nsnc23)cc1C | 20% | 52%[activator]
CCCCOc1ccc(S(=O)(=O)n2nc(C)c(S(=O)(=O)N3CCC(C)CC3)c2C)cc1 | -8% | 19%
COCCOc1ccc(NC(=O)CC(C)(C)C)cc1 | -4% | -1%
Clc1ccc(-c2ncc(-c3ccccc3)o2)cc1 | 0% | -9%
CCc1ccc(C(=O)NCc2ccco2)o1 | -4% | 8%
CC1=C(c2ccc(C)cc2)S(=O)(=O)N=C1N1CCN(c2ccccc2)CC1 | -9% | -10%
Cc1ccc(N2CCN(C(=O)CCS(=O)(=O)c3cc4c(cc3Cl)NC(=O)CO4)CC2)c(C)c1 | -11%[57.5 µM] | -14%
CCOc1ccc(-c2cc(OC(=O)c3ccc(F)cc3)c3c(C)oc(C)c3c(=O)c2)cc1 | 6% | -1%
O=C(/C=C/c1cccc(Br)c1)c1ccc2c3c(cccc13)CC2 | -11% | -11%
CCOc1ccc(NC(=O)C(C)Sc2nc3ncccc3o2)cc1 (centres undefined) | 3% | 2%
CCCCNC(=O)C1(NC(=O)Cc2cn(C)c3ccccc23)CCCCC1 | 2% | 3%
CC(C)C(=O)NC(Nc1ccccc1)C(Cl)(Cl)Cl (centres undefined) | 1% | -4%
O=C(CSc1nc2c([nH]c3ccccc32)c(=O)n1-c1cccc(Cl)c1)c1ccccc1 | 1% | 22%
CC(C)(C)c1cc(CCCSCCCc2cc(C(C)(C)C)c(O)c(C(C)(C)C)c2)cc(C(C)(C)C)c1O | 3% | -4%
COCc1ccccc1CNC(=O)c1cccs1 | -7% | -4%
O=S(=O)(/C(=C/c1cccs1)c1nc2ccccc2[nH]1)c1ccccc1 | -5% | -15%
COc1ccccc1NC(=O)c1nn(C)c(=O)c2ccccc12 | -5% | -5%
CCc1ccc(C(=O)CSc2n[nH]c(CC)n2)cc1 | 2% | 4%
CC(C)NC(=O)C(C)c1ccc([N+](=O)[O-])cc1 (centres undefined) | 1% | 1%
COc1ccc(N2CC(NC(=O)CCCc3ccccc3)CC2=O)cc1 (centres undefined) | -13% | -11%
COC(=O)NC(c1ccc(C)cc1)C(Cl)(Cl)Cl (centres undefined) | 0% | 11%

Continued:
Order of values: UDG counterscr | AID inh
CCOc1ccc(S(=O)(=O)Nc2nc3ccccc3nc2Nc2ccc(F)cc2)cc1
    -1% | 4%
COC(=O)c1ccccc1NC(=O)CC1Sc2ccccc2NC1=O (centres undefined)
    -11% | -2%
O=C(CCC(=O)N1CCC(c2noc3ccc(F)cc23)CC1)N1CCOCC1
    -2% | 0%
CSc1nnc(-c2nn(C)c3c2CN(S(=O)(=O)c2ccccc2)CC3)n1C
    -10% | -14%
Cc1ccc(S(=O)(=O)c2nc(-c3cccc(C)c3)oc2N2CCCCC2)cc1
    ? | -19%
O=C(CN1c2ccccc2S(=O)(=O)c2ccccc21)Nc1ccccc1Cl
    31%[activator] | 1%
CCc1ccc(S(=O)(=O)Nc2ccc3c(c2)sc(=O)n3C)cc1
    -3% | 12%
CN(C)CCNC(=O)CCn1ccc2cc(S(=O)(=O)N3CCCCC3)ccc21
    61%[activator] | -9%
CCC(=O)N1CCc2cc(Br)cc(S(=O)(=O)CCC(=O)NCCc3ccc(OC)c(OC)c3)c21
    -14% | -2%
N=C(N)c1ccc(COCc2ccccc2)cc1
    0% | -2%
CC(=O)N1CCCc2cc(S(=O)(=O)N3CCCC(C(=O)Nc4ccc(C)cc4C)C3)ccc21 (centres undefined)
    30% | 34%
CCCCc1ccc(-c2csc(/C(C#N)=C/c3ccccc3)n2)cc1
    -6% | -11%
CCN(C(=O)c1cn(-c2ccc(OC)cc2)c(=O)c2ccccc12)c1cccc(Cl)c1
    -12% | ?
Cc1ccccc1NC(=O)CSC1=Nc2ccccc2C2CC=NN12 (centres undefined)
    -4% | -10%
CCc1ccc(CNC(=O)c2cc3n(n2)CCCN(Cc2ccccc2)C3=O)cc1
    1% | 0%
Cc1ccc(Cl)cc1NC(=O)CCc1ncc(-c2ccc(F)cc2)o1
    -6% | -1%
Cc1cc(C)cc(OCC(C)N)c1 (centres undefined)
    6% | 10%
COc1ccc(C(=O)c2sc3nc(-c4ccc(F)cc4)ccc3c2N)cc1
    -5% | 10%
COc1cc(C(=O)Nc2cccc(-c3nc4ccc(C)cc4o3)c2)cc(OC)c1OC
    76%[activator] | 0%
CN(C)c1ccc(CN2CCc3nc(N4CCN(c5ccccn5)CC4)ncc3C2)cc1
    3% | 58%[activator]
CN(C)S(=O)(=O)N(CC(=O)Nc1c(F)cccc1F)c1ccccc1
    0% | 1%
O=C(O)CCc1ccsc1
    -1% | -6%
Cc1cccc2c1-c1sc(C(=O)N3CCN(c4ccc(F)cc4)CC3)cc1CO2
    1% | 4%
Cc1oc(-c2ccccc2)nc1CN1CCN(C(=O)c2ccco2)CC1
    ? | -18%
CCc1cccc(C)c1NC(=O)C(CC)n1nc(C)c2c(C)n(-c3ccccc3)nc2c1=O (centres undefined)
    -6% | -8%
COc1ccc(C(CC(=O)Nc2ccc(C(C)=O)cc2)N2Cc3ccccc3C2=O)cc1 (centres undefined)
    -7% | 3%
N#C/C(=C\c1c[nH]c2ccccc12)c1ccccc1
    -11% | -9%
CC(=O)c1ccc(C)cc1OCc1ccccc1C#N
    -6% | -16%
CCCCN(C)CC(O)Cn1cc(/C=C/C(=O)c2ccc(Br)cc2)c2ccccc21 (centres undefined)
    -23% | ?
O=C(Nc1ccccc1C(=O)NC1CCCC1)c1ccnc(-n2cncn2)c1
    -9% | -16%
CCC1CN(C(=O)N2CCC(C(=O)Nc3cc(C)ccc3C)CC2)c2ccccc2O1 (centres undefined)
    4%[57.5 µM] | 9%
Cc1ccc(N/C=C/C(=O)c2cccc(Cl)c2)cc1
    -5% | -7%
N#C/C(=C/c1ccc(-c2cccc(Cl)c2Cl)o1)C(=O)c1ccccc1
    -21% | 0%
COc1ccc(-c2cn3nc(N4CCCC(C(=O)Nc5cccc(OC)c5)C4)sc3n2)cc1 (centres undefined)
    -2% | -18%
CCN(c1cccc(C)c1)S(=O)(=O)c1nnc(NC(=O)C2CCCCC2)s1
    -5%[57.5 µM] | 0%
CCOc1cccc(/C(O)=C2\C(=O)C(=O)N(CCOC)C2c2cccnc2)c1 (centres undefined)
    8% | -5%
CC(C)CNc1nc2c(c(=O)n(C)c(=O)n2C)n1Cc1cccc(Br)c1
    2% | -1%
Brc1ccccc1-n1ncc2c1ncn1nc(Cc3ccccc3)nc21
    -1% | -2%
O=c1c2ccccc2nc(SCc2nc3ccccc3o2)n1CCCO
    -11% | -16%
CC(=O)NC(Cc1c[nH]c2ccccc12)C(=O)NCC1(c2ccccc2)CC1 (centres undefined)
    -5% | -4%
CC(=O)NCCNS(=O)(=O)CCC(=O)O
    -6% | -1%
CCCc1nc(Cn2cnc3c2c(=O)n(C)c(=O)n3C)cs1
    -2% | -9%
Cc1ccc(C)c(NC(=O)C(=O)NCCCN2CCOCC2)c1
    5% | -3%
CCCOc1ccc(-c2nn(-c3ccccc3)cc2C2NC(=O)NC(C)=C2C(=O)OC)cc1C (centres undefined)
    22%&4% | -9%&1%
CCc1ccc(CN2CCc3nc(Nc4ccc5c(c4)OCCO5)ncc3C2)cc1
    -12% | ?
O=C(Nc1ccc(F)cc1F)c1cc(C2CC2)nn1-c1ccccc1
    -11% | -13%
C=CCC(CC=C)(CNC(=O)C(=O)Nc1ccc(C(=O)OCC)cc1)c1ccccc1
    -8% | 0%
Cc1cccc(CC(=O)Nc2cccc(-c3cn4cccnc4n3)c2)c1
    -12% | 0%
Cc1cnc2c(S(=O)(=O)NCCN3CCOCC3)cccc2c1
    -3% | -4%
CCC1CCC(=C(C#N)C(=O)Nc2ccc(C)cc2)CC1 (centres undefined)
    -2% | 14%
CCCn1ccc2c(OCC(=O)NCc3ccc(C)cc3)cccc2c1=O
    6% | 5%
COc1ccc(/C=C/C(=O)OCCN(C)C)cc1
    0% | 0%

Some of the compounds tested (hit frequency here may not be typical).
